Neddylation inh: inhibitors of cullin neddylation, primary screen, biochemical, TR-FRET, uHTS, NAE and Ubc12; NEDD8-conjugating enzyme Ubc12 (Homo sapiens) + NEDD8-activating enzyme E1 regulatory …; calls only at 25 µM; hit rate 0.58% among 360,000; in the data active = inhibition above about 36%
SKN-1 inh: suppressors of acrylamide-induced Pgst-4::GFP reporter in worms, primary screen, SKN-1 inhibitor project, whole organism, uHTS, GFP/RFP fluorescence ratio, strain VP596; AID 624304, 2012; C. elegans VP596 Pgst-4::GFP/RFP ratio, 24 h; hit rate 0.49% among 360,000; inhibition, % at 21.8 µM;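 active = interference check ratio from 0.5 to 1.5 plus GFP to RFP signal ratio inhibition reaching or exceeding a fixed threshold, cut at about 30% in these data, passing the limit was not always enough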; also: some compounds called inactive have numbers as strong as hits
MsrA act: bovine MsrA enzyme activators, primary screen, biochemical, absorbance, HTS; AID 602163, 2012; hit rate 0.3% among 360,000; Methionine sulfoxide reductase A (Bos taurus); activation, % at 10.6 µM; purified bovine MsrA, absorbance read-out; in the data active = activation above about 7.5%;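 also: 0% = vehicle and 100% = reference activator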
CendR NRP1 mod: modulators of CendR peptide binding to NRP-1, primary screen, biochemical, fluorescence polarization, uHTS; FAM-RPARPAR peptide binding to NRP-1; AID 602438, 2012; hit rate 0.85% among 360,000; Neuropilin-1 (Homo sapiens), O14786; inhibition, % at 25 µM;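 active = inhibition or corrected inhibition above about 18%, plus a signal ratio from 0.5 to 1.5, limit read from the data, passing the limit was not always enough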; also: strong numbers were not always called active
eLon inh: inhibitors of E. coli Lon protease, primary screen, biochemical, fluorescence polarization; purified E. coli Lon protease; hit rate 0.42% among 360,000; inhibition, % at 7.94 µM; in the data active = inhibition above about 13%, passing the limit was not always enough;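 also: 0% = enzyme with probe and DMSO and 100% = no enzyme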
MT1-MMP act inh: blockers of MT1-MMP proenzyme processing, primary screen, HT1080 RFP-PRO-GFP cells, GFP/RFP fluorescence | GFP/RFP ratio change, % at 20 µM | GFP/RFP ratio fluorescence, overnight; percent of plate control window, DMSO zero | hit rate 0.061% among 360,000 | Matrix metalloproteinase-14 (Homo sapiens), P50281 | AID 651647, 2012;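 active = GFP/RFP ratio change of at least 30% with cell ATP level not reduced by more than half and red fluorescence within 50% of control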; also: strong numbers were not always called active
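Assay system: RFP-PRO-GFP reporter HT1080 cells; read-out basis: GFP/RFP fluorescence ratio; benchmarks: DMSO wells and RFP-L50D-GFP cells; doses: 20 µM single dose, 1% DMSO; schedule: overnight cell settling, then overnight compound exposure, 37 °C, 5% CO2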
MsrA inh: bovine MsrA enzyme inhibitors, primary screen, biochemical, absorbance, HTS; Methionine sulfoxide reductase A (Bos taurus); purified bovine MsrA, absorbance read-out; inhibition, % at 15.5 µM; hit rate 0.75% among 360,000; AID 651718, 2012; in the data active = inhibition above about 4.5%;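 also: 0% = vehicle wells with enzyme and 100% = reference inhibitor wells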
FAS-TE inh: FAS thioesterase domain inhibitors, primary screen, biochemical, fluorescence intensity, uHTS; Fatty acid synthase (Homo sapiens), P49327; recombinant FAS-TE, OMFH fluorogenic substrate, fluorescence endpoint; inhibition, % at 15 µM; hit rate 0.67% among 360,000; AID 602261, 2012;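 active = compounds whose normalised, plate-corrected inhibition of enzyme fluorescence in the single-dose primary screen is 50% or more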;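 also: 0% = DMSO with enzyme and 100% = substrate without enzyme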
Target sequence (P49327 whole entry, looked up, the tested form may be a part): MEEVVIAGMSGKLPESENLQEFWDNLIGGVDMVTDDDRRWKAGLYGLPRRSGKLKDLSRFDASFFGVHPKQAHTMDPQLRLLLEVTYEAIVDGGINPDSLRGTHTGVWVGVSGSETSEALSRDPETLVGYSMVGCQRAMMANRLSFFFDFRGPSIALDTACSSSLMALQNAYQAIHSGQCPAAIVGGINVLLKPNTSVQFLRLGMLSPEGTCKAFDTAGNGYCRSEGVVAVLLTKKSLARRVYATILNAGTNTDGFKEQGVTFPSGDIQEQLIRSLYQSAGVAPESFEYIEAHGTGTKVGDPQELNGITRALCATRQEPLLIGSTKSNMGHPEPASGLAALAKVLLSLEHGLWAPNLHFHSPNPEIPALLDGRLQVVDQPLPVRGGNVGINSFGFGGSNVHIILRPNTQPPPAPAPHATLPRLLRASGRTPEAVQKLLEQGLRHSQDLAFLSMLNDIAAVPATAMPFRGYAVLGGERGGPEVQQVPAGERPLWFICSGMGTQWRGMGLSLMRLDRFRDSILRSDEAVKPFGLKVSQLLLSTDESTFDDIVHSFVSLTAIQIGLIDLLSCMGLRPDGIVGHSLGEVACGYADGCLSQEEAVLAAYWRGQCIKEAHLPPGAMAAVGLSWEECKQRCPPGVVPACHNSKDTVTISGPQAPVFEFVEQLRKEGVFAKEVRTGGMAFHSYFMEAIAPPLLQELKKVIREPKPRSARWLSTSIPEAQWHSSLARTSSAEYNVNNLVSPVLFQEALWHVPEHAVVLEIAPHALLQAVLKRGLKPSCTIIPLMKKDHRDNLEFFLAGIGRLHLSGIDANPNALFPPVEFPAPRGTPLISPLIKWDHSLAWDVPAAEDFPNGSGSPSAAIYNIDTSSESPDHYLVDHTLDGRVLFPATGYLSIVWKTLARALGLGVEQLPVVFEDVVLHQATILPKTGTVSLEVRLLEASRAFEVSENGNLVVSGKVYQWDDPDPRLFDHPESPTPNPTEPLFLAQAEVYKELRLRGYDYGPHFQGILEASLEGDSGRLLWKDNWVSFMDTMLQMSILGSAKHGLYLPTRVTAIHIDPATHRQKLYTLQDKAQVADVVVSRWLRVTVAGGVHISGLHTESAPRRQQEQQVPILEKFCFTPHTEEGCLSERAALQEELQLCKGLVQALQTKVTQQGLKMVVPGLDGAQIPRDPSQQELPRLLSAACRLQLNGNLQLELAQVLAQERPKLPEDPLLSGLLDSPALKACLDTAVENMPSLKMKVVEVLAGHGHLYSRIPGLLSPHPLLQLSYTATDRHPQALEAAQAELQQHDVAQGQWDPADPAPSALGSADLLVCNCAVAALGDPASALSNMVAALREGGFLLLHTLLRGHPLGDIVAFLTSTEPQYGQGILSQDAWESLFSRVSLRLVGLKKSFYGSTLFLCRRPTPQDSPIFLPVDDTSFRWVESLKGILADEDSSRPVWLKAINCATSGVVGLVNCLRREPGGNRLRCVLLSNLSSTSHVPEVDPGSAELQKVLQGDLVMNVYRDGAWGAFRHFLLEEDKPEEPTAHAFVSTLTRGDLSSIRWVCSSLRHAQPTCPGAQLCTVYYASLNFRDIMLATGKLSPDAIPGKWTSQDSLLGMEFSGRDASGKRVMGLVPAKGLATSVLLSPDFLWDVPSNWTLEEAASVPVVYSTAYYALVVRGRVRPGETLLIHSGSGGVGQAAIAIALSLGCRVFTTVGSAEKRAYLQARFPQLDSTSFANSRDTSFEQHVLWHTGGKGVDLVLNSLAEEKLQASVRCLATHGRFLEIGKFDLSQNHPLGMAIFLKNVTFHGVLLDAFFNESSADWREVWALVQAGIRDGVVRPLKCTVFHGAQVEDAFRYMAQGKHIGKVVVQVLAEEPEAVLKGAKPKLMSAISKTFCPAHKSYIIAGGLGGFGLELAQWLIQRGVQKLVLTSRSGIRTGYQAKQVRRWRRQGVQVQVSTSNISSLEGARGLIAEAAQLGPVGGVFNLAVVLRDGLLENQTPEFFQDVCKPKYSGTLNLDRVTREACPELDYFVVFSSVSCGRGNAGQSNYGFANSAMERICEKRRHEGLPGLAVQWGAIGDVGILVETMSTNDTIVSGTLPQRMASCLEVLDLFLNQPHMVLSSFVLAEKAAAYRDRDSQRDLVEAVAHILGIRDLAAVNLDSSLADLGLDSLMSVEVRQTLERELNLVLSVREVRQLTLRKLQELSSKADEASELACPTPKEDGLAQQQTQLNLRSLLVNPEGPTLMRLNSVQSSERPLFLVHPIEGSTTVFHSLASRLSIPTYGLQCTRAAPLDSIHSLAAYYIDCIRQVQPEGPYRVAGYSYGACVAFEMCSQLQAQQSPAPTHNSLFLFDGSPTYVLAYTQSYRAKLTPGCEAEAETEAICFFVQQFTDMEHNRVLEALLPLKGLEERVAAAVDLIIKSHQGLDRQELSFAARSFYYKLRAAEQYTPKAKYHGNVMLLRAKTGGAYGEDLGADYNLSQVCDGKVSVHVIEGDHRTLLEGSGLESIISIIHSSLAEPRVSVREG
Rin1 Abl inh: inhibitors of Rin1-Abl protein binding, primary screen, biochemical, TR-FRET | Tyrosine-protein kinase ABL1 (Homo sapiens) + Ras and Rab interactor 1 (Homo sapiens), … | AID 588664, 2011 | inhibition, % at 7.35 µM | hit rate 0.4% among 360,000; in the data active = inhibition above about 5%, passing the limit was not always enough
* marks the source's active call; other numbers are inactive results; i = inactive; . = no result given. The order is random (roughly 4.2% active in at least one column).

SMILES	Neddylation inh	SKN-1 inh	MsrA act	CendR NRP1 mod	eLon inh	MT1-MMP act inh	MsrA inh	FAS-TE inh	Rin1 Abl inh
CCN(CC)C(=O)c1cccc(-c2csc(C(O)c3ccccc3)n2)c1 (centres undefined)	i	-2.7	-0.7	0.4	17.7	0.3	0.2	-4.5	-1.1
O=C(Nc1cccc(C(F)(F)F)c1)Nc1ccon1	i	14.2	-7.7	4.4	-2.3	-5.4	-0.1	-2.1	-0.7
CCOc1ccccc1NC(=O)Nc1cccc(C(C)=O)c1	i	-5.0	-2.7	5.0	2.9	1.9	-0.1	3.3	0.6
Cc1ccccc1NC(=O)c1cccc2c1C(=O)N(C1CCCCC1)C2	i	-4.3	1.1	8.5	7.0	-1.9	0.2	17.9	-0.8
O=C(CCN1C(=O)/C(=C/c2ccccc2Cl)SC1=S)Nc1cccnc1	i	2.6	-5.7	8.3	4.0	4.8	-0.8	62.1*	0.2
Cc1onc(-c2ccccc2Cl)c1C(=O)NC(=S)Nc1ccccc1F	i	-2.1	-7.0	16.1	3.9	-5.5	2.2	35.3	5.2
OC1COC(c2ccccc2)OC1C(O)C1OC(c2ccccc2)OCC1O (centres undefined)	i	0.2	-1.6	3.3	-2.5	-1.8	0.0	-3.7	2.2
CCOC(=O)c1c(C)n(CCNC(C)=O)c2ccc(O)cc12	i	-2.7	-4.2	-12.0	-3.5	9.5	-0.7	-9.0	2.0
CCN(CC(=O)NC1CCS(=O)(=O)C1)S(=O)(=O)c1ccc(C)c(C)c1 (centres undefined)	i	-4.4	-2.1	-9.1	0.7	2.2	-1.1	-9.2	2.3
O=C1c2ccccc2C(=O)N1CCCCSc1nnc(-c2ccc(OC(F)F)cc2)o1	i	3.0	-11.2	5.5	-0.6	-2.9	0.2	19.3	3.3
CC(=O)N1CCc2ccc(S(=O)(=O)N3CCc4ccccc43)cc21	i	-5.7	-4.5	-1.5	-3.3	1.8	-1.2	6.4	0.6
CCc1ccccc1NC(=O)c1cc(-c2ccco2)on1	i	1.5	-9.4	-5.0	1.0	1.8	-0.3	3.5	0.5
O=C(NC1CCCCC1)c1cccc(N2C(=O)CCC2=O)c1	i	11.9	-3.8	4.8	-8.7	1.6	1.4	-6.0	-1.9
CN(CC(=O)Nc1cccc(F)c1)CC(=O)N(C)CC(=O)Nc1ccccc1Br	i	-0.1	-0.7	6.1	-2.6	-1.7	0.0	-4.5	2.1
CC(C(=O)OCC(=O)Nc1cccc(S(=O)(=O)N(C)C)c1)N1C(=O)c2ccccc2C1=O (centres undefined)	i	-0.9	-1.1	-1.2	1.5	-4.4	1.0	-0.7	-0.3
COc1cc(CCC(=O)NCc2ccc(S(N)(=O)=O)cc2)cc(OC)c1OC	i	-22.6	-1.3	4.7	-5.2	4.0	-1.1	-6.9	-1.4
NC(=O)c1ccsc1NC(=O)COC(=O)Cc1ccccc1[N+](=O)[O-]	i	1.7	-6.5	-11.8	7.2	-2.7	-0.3	-11.8	-0.7
CN(C(=O)c1cc(C(=O)N(C)c2ccccc2)cc([N+](=O)[O-])c1)c1ccccc1	i	11.2	-2.6	6.2	-4.4	-4.2	0.3	0.1	-1.8
CCCCCCCCNC(=O)c1cccnc1SCC(=O)Nc1ccccc1OC	i	0.9	-1.8	-12.0	-9.9	-1.0	0.7	19.1	1.5
O=C(O)/C(=C\c1ccccc1)c1ccccc1	i	3.2	0.3	7.8	-1.7	24.4	0.1	-3.7	1.1

The last 3 compounds of the section before are carried over, then new ones follow.
SMILES	Neddylation inh	SKN-1 inh	MsrA act	CendR NRP1 mod	eLon inh	MT1-MMP act inh	MsrA inh	FAS-TE inh	Rin1 Abl inh
CN(C(=O)c1cc(C(=O)N(C)c2ccccc2)cc([N+](=O)[O-])c1)c1ccccc1	i	11.2	-2.6	6.2	-4.4	-4.2	0.3	0.1	-1.8
CCCCCCCCNC(=O)c1cccnc1SCC(=O)Nc1ccccc1OC	i	0.9	-1.8	-12.0	-9.9	-1.0	0.7	19.1	1.5
O=C(O)/C(=C\c1ccccc1)c1ccccc1	i	3.2	0.3	7.8	-1.7	24.4	0.1	-3.7	1.1
CN(CC(=O)NCCc1ccccc1)S(=O)(=O)c1ccc(Br)cc1	i	6.1	-3.4	-9.9	1.6	4.4	0.1	-4.2	-1.5
CS(=O)(=O)c1ccc(Cl)c(C(=O)OCC(=O)NC2CCCCCCC2)c1	i	-1.0	-3.8	8.5	-10.6	-0.7	0.8	7.2	3.2
CCN1CCN(C(=O)CCc2nnc(CCc3c[nH]c4ccccc34)o2)[C@@H](C)C1=O	i	-10.7	-1.8	-3.6	3.5	2.4	-0.4	-3.2	5.1
COc1cc(NC(=O)C2CCN(S(=O)(=O)c3ccc(N4CCCC4=O)cc3)CC2)cc(OC)c1	i	-1.9	-3.4	0.9	-12.4	-0.6	-1.2	8.2	-2.6
CC(NC(=O)c1cc(F)c(F)cc1Cl)c1ccncc1 (centres undefined)	i	-9.5	-3.3	-14.3	-10.3	1.7	0.1	-2.5	3.0
CC1(C(=O)NS(=O)(=O)c2cccc(F)c2)CCN1C(=O)CC1CCCC1 (centres undefined)	i	9.6	0.1	-2.6	7.8	1.8	-1.2	-3.8	-4.4
COc1ccc(S(=O)(=O)c2ccccc2)cc1NC(=O)c1c(F)cccc1F	i	16.1	-2.1	4.0	-0.6	6.3	-1.4	10.6	-1.2
O=C(Cc1cccs1)N1CCCC(c2nc3c(nnn3Cc3ccc(F)cc3)c(=O)[nH]2)C1 (centres undefined)	i	13.3	-7.7	0.2	3.1	4.1	3.0	6.6	5.8
Cc1cc(-c2n[nH]c(=S)n2/N=C/c2ccc(C)s2)n[nH]1	i	-1.6	-0.8	-1.5	-6.7	2.2	2.9	-10.4	-1.0
CC(=O)c1sc(NC(=O)C=C(C)C)nc1C	i	-7.7	-8.3	0.7	-6.6	-1.1	5.3*	-6.7	-4.4
O=C1OCC(c2ccccc2)=C1c1ccc(S(=O)(=O)N2CCOCC2)s1	i	34.4	-1.5	-31.8	-21.0	8.2	0.8	3.5	3.5
CC(C)c1nc(Cl)c(C#N)c2c1CCC2	i	0.6	-4.2	-2.4	-4.1	-3.1	0.9	5.7	-4.0
COc1ccccc1S(=O)Cc1ccc(C(=O)NCCc2ccc(Cl)cc2)o1 (centres undefined)	i	-12.0	2.5	-0.9	-4.8	-2.4	.	1.0	0.2
COCCCNC(=O)c1ccc(N2CCCC2)c(NS(=O)(=O)c2ccc(C)cc2)c1	i	-1.8	-2.3	-2.8	-7.1	-3.9	0.8	-2.5	-2.1
CC(=O)Nc1ccc(NC(=S)NC(=O)C2CC2)cc1	i	-5.3	-7.9	7.8	-3.4	-0.7	1.8	-5.6	0.3
Cc1ccc(C(CC(=O)N2CCCC2)c2ccccc2)c(O)c1 (centres undefined)	i	8.9	-1.1	7.1	-2.3	-1.3	-0.5	-2.4	0.7
O=C(Nc1cccc(F)c1)c1ccccc1-c1ccccc1	i	20.9	-1.6	-1.9	-10.2	4.8	-0.6	2.8	3.7
Cc1cccc(NC(=S)NNC(=O)c2nn(C)cc2Cl)c1	i	-16.7	1.7	9.3	-1.9	-1.1	-0.8	-5.4	0.0
CCOCCCn1c(SCC(=O)N(C)C2CCS(=O)(=O)C2)nc2ccccc2c1=O (centres undefined)	i	17.4	0.5	-6.6	-6.6	1.9	0.2	-9.3	-1.8
O=S(=O)(O)c1ccc2c(c1)C(C(Cl)(Cl)Cl)OC(C(Cl)(Cl)Cl)O2 (centres undefined)	i	16.2	-4.9	-20.1	-8.2	0.7	0.5	4.7	-0.3

Entries listed above that bear a hit mark in MsrA inh.
SMILES	Neddylation inh	SKN-1 inh	MsrA act	CendR NRP1 mod	eLon inh	MT1-MMP act inh	MsrA inh	Rin1 Abl inh
CC(=O)c1sc(NC(=O)C=C(C)C)nc1C	i	-7.7	-8.3	0.7	-6.6	-1.1	5.3*	-4.4

(more compounds)
SMILES	Neddylation inh	SKN-1 inh	MsrA act	CendR NRP1 mod	eLon inh	MT1-MMP act inh	MsrA inh	FAS-TE inh	Rin1 Abl inh
CN(C)/C=C/C(=O)c1ccc(-c2ccc(Cl)cc2Cl)o1	i	0.3	-2.9	4.4	-18.7	-36.2	2.4	0.7	-1.9
Cc1ccc(S(=O)(=O)N(CC(=O)N2CCOCC2)C2CCCCC2)cc1	i	-9.1	0.1	3.1	-5.3	-3.1	-0.8	-6.4	-1.6
O=C(N/N=C/c1cccc(F)c1)c1ccc(Cl)cc1	i	9.2	-2.0	-8.3	-10.1	5.1	1.5	-0.9	3.2
O=C(CCN1C(=O)C2CCCCC2C1=O)Nc1cc(F)ccc1F (centres undefined)	i	-10.5	-8.7	11.1	4.5	3.3	-0.3	-6.7	-3.1
Clc1ccc(N2CCN(Cc3c[nH]c4ncccc34)CC2)cc1	i	-4.7	-0.2	2.1	1.9	-3.1	-0.7	2.1	1.2
CC(C)C(NC(=O)c1ccccc1F)C(=O)NCc1ccc(F)cc1 (centres undefined)	i	1.3	-1.9	-4.2	5.7	2.1	0.0	-5.6	1.1
CN(C1(C)CCS(=O)(=O)C1)S(=O)(=O)c1ccc(F)cc1 (centres undefined)	i	0.3	-6.7	10.8	3.9	-3.7	-0.3	-4.3	-0.5
Cc1cc(C)c2nc(C(F)(F)F)nc(N3CCN(C(=O)c4ccco4)CC3)c2c1	i	36.3*	-1.1	5.7	8.6	-10.2	-0.7	20.9	-3.6
COc1ccc(C(=O)NCCCN2CCOCC2)cc1Br	i	9.8	-7.3	-7.8	1.1	2.2	0.8	-3.9	0.7
CC1(C)C(CC2OCC(CN3CCCCC3)O2)[C@H]2CC[C@@H]1C2 (some centres undefined)	i	-2.7	-2.3	-1.3	6.7	-1.7	1.1	-1.9	-1.5
CCOC(=O)CSc1nc(=O)n2cccc(C)c2n1	i	3.8	-15.6	-1.4	-3.8	.	3.1	0.4	2.9
Cc1ccc(OCCn2c(=S)[nH]c3ccccc32)c(C(C)C)c1	i	-12.0	-9.6	-9.2	1.1	-6.3	-1.0	23.8	-3.6
CCCS(=O)(=O)c1nc(S(=O)(=O)c2ccc(C)cc2)c(NCc2ccccn2)s1	i	-6.2	-3.2	3.2	-1.0	-3.4	0.9	9.1	0.1
Cc1ccc(N(CC(O)CN(C)C)S(=O)(=O)c2ccccc2)cc1 (centres undefined)	i	15.0	-2.5	-2.4	-6.8	-2.1	-0.1	-0.4	0.4
CN(C)c1ccc(S(=O)(=O)N2CCCCC2)cc1NC(=O)C1=COCCO1	i	-7.9	-5.5	-9.9	-7.9	-0.8	-1.0	-2.0	3.1
CCOC(=O)c1c(NC(=O)CN2CCN(S(=O)(=O)c3cc(Cl)ccc3Cl)CC2)sc(C(=O)N(C)C)c1C	i	18.4	-0.7	-12.1	3.3	-4.7	1.2	43.2	2.2
c1ccc(-n2c(-c3ccco3)nnc2N2CCOCC2)cc1	i	-3.6	-1.1	8.6	-6.2	1.5	-0.7	-7.6	2.5
COc1ccc(C2=NOC3(CC(=O)N(c4ccc5ccccc5c4)C3=O)C2)c(OC)c1 (centres undefined)	i	-23.1	-9.3	-2.3	-0.8	2.6	1.0	23.1	-3.2
Cc1cccc(C(=O)N(Cc2ccco2)c2c(N)n(Cc3ccccc3)c(=O)[nH]c2=O)c1	i	2.2	1.1	5.3	-4.2	-1.9	0.8	-4.8	3.7

Compound activity (PubChem)
